BRCA1 expr act: activators of BRCA1 expression; MCF7-BRCA1-FFLuc reporter, luminescence, 48 h; response scale: scaled: vehicle 0%, 10 µM genistein 100%; Potency, µM (highest dose often 46.1 µM), for inactives: at the top dose activation, hits mostly activators; 1.1% of 380,000 active; active means well fitted activation curve with a large enough effect; inconclusive means small, poorly fitted or top-dose-only effect; inactive means no such curve, though single readings can be large or run the other way; further: nearly all actives have a fitted effect of over 80% in size; some results filed as inactive show a strong effect at the top dose
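MCF7-BRCA1-FFLuc cells, 2000/well in phenol-red-free MEM, attached 2 h then treated 48 h at 37 C. Luciferase luminescence read 15 min after reagent; normalized to genistein maximum activation (10microM) and DMSO, concentration-response fitted.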
* hit, by the source's call; ? = inconclusive; [ ] = another dose, or the depositor's remark. Potency means the concentration at half of the fitted maximal effect. These rows are one share of the data (hit frequency here may not be typical).

SMILES	BRCA1 expr act
CN(C)CC(O)c1ccc(C=Cc2ccc(Cl)cc2)cc1 (stereo unspecified)	-65%[inhibitor]
CC(C)[C@H](NC(=O)c1c(F)cccc1F)C(=O)OCC(=O)NNC(=O)c1ccccc1	1%
O=C(O)c1ccc(NC2=C/C(=N/S(=O)(=O)c3cccs3)c3ccccc3C2=O)cc1	-79%
Cc1cc(N2C(=O)C(=O)/C(=C(/O)c3ccccc3)C2c2cccc(Br)c2)no1 (stereo unspecified)	0%
CC(C)c1ccc(N(CCc2ccccn2)C(=O)C(C)(C)C)cc1	14%
O=C(O)c1ccccc1Cc1ccc2c(c1)CCCC2	37%
CC(C)C(=O)N1CCC1(C)C(=O)NCc1ccc(F)cc1Cl (stereo unspecified)	14%
COc1ccc(-c2ccccc2)cc1NC(=O)[C@@H]1O[C@H](CO)[C@H](O)[C@H](O)[C@H]1O	17%
O=C(CN1c2cccc3cccc(c23)S1(=O)=O)NCc1ccccc1Cl	34%
O=C(Nc1cccc2ccccc12)c1csc(COCCO)n1	-34%
Cc1c(C#N)c(NC(=O)COC(=O)c2cc(Cl)c3c(c2)OCCCO3)n(Cc2ccco2)c1C	12%
Cc1ccc(S(=O)(=O)NN=C(c2ccccc2)c2cccs2)cc1	-20%
CCN(CC)c1ccc(S(=O)(=O)N2CCOCC2)cc1NC(=O)COC(=O)/C=C/c1ccccc1	-9%
Cc1ccc(Cn2cc(CN3CC(N4CCCCC4)CS3(=O)=O)nn2)cc1 (stereo unspecified)	12%
O=C(Nc1ccc(S(=O)(=O)NC2=NCCCCC2)cc1)c1cccc(OC(F)F)c1	-12%
O=C(O)c1cncc(SCc2ccccc2)n1	28%
CC(=O)Nc1nc(-c2ccc(-c3ccccc3)cc2)cs1	?
CCCCCCn1c(=O)n2n(c1=O)C[C@]1(OC(=O)NCc3ccccc3F)CN(S(=O)(=O)c3ccc(C)cc3)C[C@]1(O)C2	-53%
Cc1ccccc1S(=O)(=O)NC(=O)C1(C)CCN1C(=O)C/C=C/c1ccccc1 (stereo unspecified)	-9%
Clc1ncccc1OCc1ccccc1	82%
Nc1nc(=S)[nH]c(N)c1N	-8%
CCCCCCN1C[C@H](n2cc(C3CC3)nn2)[C@@H](O)C[C@@H]1c1ccc(C)cc1	-75%[inhibitor]
COc1ccc(C(=O)c2[nH]c(N)c(C(=O)NCCc3c[nH]c4ccccc34)c2-c2ccc(Br)cc2)cc1	-52%
Cc1nc2c(Br)cc(Br)cc2c(=O)n1-c1ccccc1NC1OCC(O)C(O)C1O (stereo unspecified)	-39%
O=C(c1cnn2c1NC(=C1CC1)C=C2C(F)F)N1CCc2ccccc2C1	-19%
CC(C)N(C)c1ncnc2c1ncn2[C@H]1CN(CCc2ccccc2)C[C@@H](CO)O1	0%
Cc1ccc(Cn2c(C(C)Nc3nc(-c4ccc(F)cc4)cs3)nc3cc(C(F)(F)F)ccc32)cc1 (stereo unspecified)	-33%
COc1ccc(OCc2nnc(SCC(=O)Nc3oc(C)c4c(C)n[nH]c(=O)c34)n2C)cc1	2%
CC(=O)ON=C1C=CC(=C(C#N)c2ccccc2)C=C1	-53%
CC(C)(C)c1ccc(CC(=O)N2CCC2(C)C(=O)N2CCCCC2)cc1 (stereo unspecified)	0%

A few values from the list.
Entry for O=C(c1cnn2c1NC(=C1CC1)C=C2C(F)F)N1CCc2ccccc2C1 in BRCA1 expr act: -19%
Entry for CCCCCCN1C[C@H](n2cc(C3CC3)nn2)[C@@H](O)C[C@@H]1c1ccc(C)cc1 in BRCA1 expr act: -75%[inhibitor]

Going on with the list:
SMILES	BRCA1 expr act
CCc1nc2ccc(C(=O)N(C)C(C)C)cn2c1N(CC)Cc1cccc(Br)c1	-22%
CCCCCCN1CCN(C2CN(Cc3ccc(F)cc3)S(=O)(=O)C2)CC1 (stereo unspecified)	6%
CC(=O)Nc1cccc(C(=O)OCC(=O)NC(=O)C2CCCCC2)c1	3%
COc1ccc(C(C)(NC(C)=O)c2nc(-c3cccc(C(=O)O)c3)cs2)cc1 (stereo unspecified)	16%
Cc1ccc(F)c(S(=O)(=O)NC(=O)C2(C)CCN2C(=O)Cc2ccc(C(C)(C)C)cc2)c1 (stereo unspecified)	-6%
O=C(Nc1cccc(C(F)(F)F)c1)C1Cc2c(-c3ccc(Cl)cc3)ccnc2O1 (stereo unspecified)	-45%
CS(=O)(=O)Nc1cccc(-c2cc(NC=O)c3ncc(-c4ccc(F)c(Cl)c4)n3c2)c1	-58%
Cc1nc(SCC(=O)Nc2c(C)n(C)n(-c3ccccc3)c2=O)c2cnn(-c3ccccc3)c2n1	-9%
NC(=S)N1N=C(c2ccccc2)CC1=O	-8%
COc1ccc(-c2nc(-c3ccc(C(=O)O)cc3)no2)cc1	0%
COc1cccc(C(C)(O)c2nc(-c3cccc4cccnc34)cs2)c1 (stereo unspecified)	-16%
C[C@@H]1CN([C@@H](C)CO)C(=O)CCCn2cc(nn2)CO[C@H]1CN(C)S(=O)(=O)c1ccc(-n2cccn2)cc1	18%
O=C(Nc1ccc(C(=O)N2CCCC2)cc1)c1cc(F)c(F)cc1Cl	50%
CCOC(=O)C1(C)CCCN(C(=O)c2c(-c3ccccc3)noc2C)C1 (stereo unspecified)	15%
CC(C)C(=O)N1CCC1(C)C(=O)Nc1cccc(Oc2ccccc2)c1 (stereo unspecified)	10%
c1ccc(CNc2nc(Oc3ccncc3)c3sccc3n2)cc1	-33%
COc1ccc(/C=C2\CCCCC2=O)cc1	?
O=C(c1ccccc1F)N1CCC2CC1c1cc(-c3ccc4c(c3)OCO4)ccc12 (stereo unspecified)	0%
CSc1ccc(CN2CCC(C)(Oc3ccccc3C)C2)cc1 (stereo unspecified)	4%
C[C@@H]1CCCCO[C@H](CN(C)C(=O)c2ccccc2)[C@@H](C)CN([C@H](C)CO)C(=O)c2cc(NC(=O)NC3CCCCC3)ccc2O1	-10%
C#CCNC(=O)C[C@@H]1C[C@@]2(C(=O)OCC)CCC=C2N(Cc2cccc3ccccc23)C1=O	12%
Cc1ccc(-c2c(C(=O)c3ccc(Br)cc3)[nH]c(N)c2C(=O)NCc2ccc(Cl)cc2)cc1	0%
CC(C)CC1C(=O)N(Cc2cn(CCC3OCCCO3)nn2)CCS(=O)(=O)N1Cc1ccc(-c2ccc(Cl)nc2)cc1 (stereo unspecified)	2%
CCN1C(=O)[C@H]2[C@@H](c3ccc(C(F)(F)F)cc3)N[C@]3(CCCN(Cc4ccc(F)cc4)C3=O)[C@H]2C1=O	5%
O=C(NCc1cccc(Br)c1)c1cc(-c2ccccc2)nn1CC1CC(c2cccc([N+](=O)[O-])c2)=NO1 (stereo unspecified)	0%
O=C(NC(c1ccccc1)c1ccc2ccccc2n1)C1CCN(Cc2ccc(Cl)c(Cl)c2)CC1 (stereo unspecified)	0%
O=C(c1ccc(S(=O)(=O)N2CCCCCC2)cc1)N1CCN(c2ccccc2F)CC1	-30%
CCOC(=O)[C@]12CCC=C1N(Cc1ccc(Cl)cc1Cl)C(=O)[C@H](CC(=O)NCC1CCCCC1)C2	-29%
Nc1ncnc2c1ncn2[C@@H]1O[C@H](C(=O)N(CCC2=CCCCC2)CC2CC2)[C@@H](O)[C@H]1O	8%
O=C(NCc1ccccc1)c1cccc(NC(=O)c2ccccc2)c1	1%
CN(CC(=O)Nc1ccc(Cl)c(Cl)c1)CC(=O)N1CCc2ccccc21	-54%
N=C(N)SCc1ccc(Cl)c2ccccc12	-25%
N#Cc1cn(Cc2ccco2)c(=O)[nH]c1=O	0%
COC(=O)c1cc([N+](=O)[O-])c(C)c(C)n1	-21%
CN(C)CCNc1ncnc2c1ncn2[C@H]1CN(Cc2ccc3c(c2)OCO3)C[C@@H](CO)O1	15%
OC(c1cccc(Cl)c1)c1ncc(-c2cccc3ccccc23)[nH]1 (stereo unspecified)	-40%
[O-]C1=N[N+](=C(c2ccccc2)c2ccccc2)C1	48%
CCCC1CC(=O)NC1(C(=O)OCC)C(=O)OCC (stereo unspecified)	3%
O=C(O)c1ccc(S(=O)(=O)N2CCCCCCC2)cc1	-16%
COCCCNc1ccn2nc(-c3ccc(CC(C)C)cc3)cc2n1	0%
Cn1ccc2c(-c3ccc(F)nc3)cc3c(c21)C1CCC3O1 (stereo unspecified)	-14%
COC(=O)c1cc2c([nH]c1=O)CCCC2=O	1%
Cc1cc(C(=O)CCC(=O)N(C)CC2COc3ccccc3O2)c(C)s1 (stereo unspecified)	-3%
O=C(COC(=O)/C=C/c1cccc(C(F)(F)F)c1)Nc1cccc(S(=O)(=O)NC2=NCCC2)c1	-2%
C[C@H]1CN([C@@H](C)CO)C(=O)CCCn2nncc2CO[C@H]1CN(C)C(=O)c1ccccc1	-10%
Cc1c(P(=O)(c2ccccc2)c2ccccc2)c2ccccc2n1C	-28%
CCn1c(SCC(=O)N2c3ccccc3CC2C)nnc1-c1ccco1 (stereo unspecified)	-33%
CCCCNC(=O)C1c2ccccc2OCC(=O)N1Cc1ccc2c(c1)OCO2 (stereo unspecified)	4%
S=C1NCCC12C(=S)Nc1ccccc12 (stereo unspecified)	4%
CN1/C(=C/C(=O)COC(=O)C2COc3ccccc3O2)C(C)(C)c2ccccc21 (stereo unspecified)	1%
COc1ccccc1NC(=O)c1ccccc1SCC(=O)N1CCCC1	-6%
Cc1c(C)[n+](=O)c(C)c(C)n1[O-]	4%
COC(=O)CCN1CCC2CC1c1cc(N3CCCCC3)ccc12 (stereo unspecified)	12%
CCc1ccc2nc(SCC(=O)N3CCCCC3)c(C#N)cc2c1	20%
COc1cccc(NC(=O)CN(C)C(=O)/C=C/c2ccc(S(=O)(=O)N3CCCCCC3)cc2)c1	-40%
CCCc1c(-c2cccc(Cl)c2)ncn1Cc1ccccc1OC	-24%
COc1ccc(S(=O)(=O)N(C)C[C@@H]2OCc3cnnn3CCCC(=O)N([C@H](C)CO)C[C@H]2C)cc1	8%
CN(C)c1nc2c(N)ncnc2n1C1OC(CO)C(O)C1O (stereo unspecified)	-3%
O=C(NCc1ccccc1)c1cc(C2COCCN2C(=O)CCc2ccccc2)on1 (stereo unspecified)	9%
CCCNC(=O)C1(C)CCN(C(=O)c2cc(C(C)(C)C)nn2C)C1 (stereo unspecified)	25%
(list continues)
SMILES	BRCA1 expr act
CC1(C)CC(=O)C=C(c2ccc(-c3ccc(S(C)(=O)=O)cc3)cc2)C1=O	2%
O=C(Nc1ccc(Cl)c(C(F)(F)F)c1)[C@@H]1CC=C[C@@H]2CCN(C3CCCCC3)C(=O)[C@@H]21	2%
O=c1c2ccccc2nc2n1CCc1ccc(Br)cc1-2	-32%
Cc1ccc(-c2nc(C)sc2CC(=O)OCC(=O)Nc2ccc(F)c(Cl)c2)cc1	2%
O=C1N[C@@H](Cc2cn(S(=O)(=O)c3ccc([N+](=O)[O-])cc3)c3ccccc23)C(=O)N[C@H]1Cc1ccccc1	-3%
CN(C)c1ccc(/C=C/c2c3ccccc3cc[n+]2[O-])cc1	12%
Cc1ccc(-c2nc(-c3cc4cc(Cl)ccc4oc3=O)sc2C)cc1	-16%
COc1ccccc1-n1cc2ccc([N+](=O)[O-])cc2n1	19%
O=C1C(=O)c2cccnc2-c2ncccc21	-78%
Cc1nc(NCCCN2CCOCC2)c2cnn(-c3ccccc3)c2n1	80%
Nc1ccccc1C(=O)NN=Cc1cccnc1	88%
Cc1ncc(S(=O)(=O)c2ccc(Cl)cc2)c(N)n1	31%
COC(=O)CCC(C)C1CCC2C3C(OC(C)=O)CC4CC(O)CCC4(C)C3CC(O)C12C (stereo unspecified)	3%
CC1(C)c2[nH]c3ccccc3c2C[C@@H]2C(=O)N(Cc3ccc(F)cc3)C(=O)N21	-14%
CCCS(=O)(=O)NC(=O)C1(C)CCCN(C(=O)c2ccc(C(F)(F)F)nc2C)C1 (stereo unspecified)	39%
OC(c1ccc(F)cc1)c1ncc(-c2ccccc2F)[nH]1 (stereo unspecified)	?
COc1cc(CNc2ncnc3c2ncn3[C@H]2CN(Cc3cccc4ccccc34)C[C@@H](CO)O2)cc(OC)c1OC	-65%
O=C(Nc1ccc(Cl)cc1)c1csc(COCCO)n1	23%
CCC1CCC/C1=N\NC(=O)c1ccccc1Cl (stereo unspecified)	-1%
Cc1cccc(S(=O)(=O)NC(=O)C2(C)CCN2C(=O)Cc2cccs2)c1 (stereo unspecified)	4%
C[C@H](NC(=O)c1ncn2c1C(=O)N(C)CC2)C(=O)OC(C)(C)C	10%

In the list so far, these contain an aryl methoxy group.
SMILES	BRCA1 expr act
COc1ccc(-c2ccccc2)cc1NC(=O)[C@@H]1O[C@H](CO)[C@H](O)[C@H](O)[C@H]1O	17%
COc1ccc(C(=O)c2[nH]c(N)c(C(=O)NCCc3c[nH]c4ccccc34)c2-c2ccc(Br)cc2)cc1	-52%
COc1ccc(OCc2nnc(SCC(=O)Nc3oc(C)c4c(C)n[nH]c(=O)c34)n2C)cc1	2%
COc1ccc(C(C)(NC(C)=O)c2nc(-c3cccc(C(=O)O)c3)cs2)cc1 (stereo unspecified)	16%
COc1ccc(-c2nc(-c3ccc(C(=O)O)cc3)no2)cc1	0%
COc1cccc(C(C)(O)c2nc(-c3cccc4cccnc34)cs2)c1 (stereo unspecified)	-16%
COc1ccc(/C=C2\CCCCC2=O)cc1	?
COc1ccccc1NC(=O)c1ccccc1SCC(=O)N1CCCC1	-6%
COc1cccc(NC(=O)CN(C)C(=O)/C=C/c2ccc(S(=O)(=O)N3CCCCCC3)cc2)c1	-40%
CCCc1c(-c2cccc(Cl)c2)ncn1Cc1ccccc1OC	-24%
COc1ccc(S(=O)(=O)N(C)C[C@@H]2OCc3cnnn3CCCC(=O)N([C@H](C)CO)C[C@H]2C)cc1	8%
COc1ccccc1-n1cc2ccc([N+](=O)[O-])cc2n1	19%
COc1cc(CNc2ncnc3c2ncn3[C@H]2CN(Cc3cccc4ccccc34)C[C@@H](CO)O2)cc(OC)c1OC	-65%

Bioassay records: PubChem BioAssay, National Center for Advancing Translational Sciences (NCATS)
